Screening results from PubChem BioAssay.
BoNT A protease: BoNT/A light chain protease inhibitors, primary screen, biochemical, flow cytometry, MLPCN library | multiplex microsphere protease substrate cleavage | inhibition, % at 10 µM | 360,000 compounds, 0.17% hits | AID 588499, 2011; note: plate controls were buffer without enzyme for full effect and enzyme alone for no effect
FBA Mtb inh: Mtb FBA enzyme inhibitors, primary screen, biochemical, fluorescence, strain H37Rv; Fructose-bisphosphate aldolase (Mycobacterium tuberculosis (strain ATCC 25618 / H37Rv)), …; purified M. tuberculosis FBA, fluorescence read-out; inhibition, % at 1 µM; 360,000 compounds, 2.3% hits; in the data active = inhibition above about 27%;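 note: 0% = vehicle and 100% = reference inhibitor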
Target sequence (P9WQA3 whole entry, looked up): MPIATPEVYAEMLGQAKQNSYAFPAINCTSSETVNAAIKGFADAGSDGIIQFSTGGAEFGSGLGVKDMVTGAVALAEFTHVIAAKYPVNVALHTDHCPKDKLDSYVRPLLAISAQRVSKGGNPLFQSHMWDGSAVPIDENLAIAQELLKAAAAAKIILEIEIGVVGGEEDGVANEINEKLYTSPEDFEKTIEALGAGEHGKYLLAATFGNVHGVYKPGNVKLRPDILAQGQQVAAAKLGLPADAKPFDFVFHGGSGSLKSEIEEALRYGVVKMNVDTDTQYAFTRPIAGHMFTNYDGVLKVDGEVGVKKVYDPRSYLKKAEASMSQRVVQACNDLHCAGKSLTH
BoNT-F LC inh: BoNT/F light chain protease inhibitors, primary screen, biochemical, flow cytometry, MLPCN library; Multiplex microsphere protease cleavage assay; inhibition, % at 10 µM; 360,000 compounds, 0.22% hits; AID 588497, 2011; in the data active = inhibition above about 35%, passing the limit was not always enough; note: plate controls were buffer without enzyme for full effect and enzyme alone for no effect
Mtb UGM inh: M. tuberculosis UGM enzyme inhibitors, primary screen, biochemical, fluorescence polarization, single point. inhibition, % at 10 µM. purified UGM, fluorescence polarization probe displacement. AID 504406, 2011. UDP-galactopyranose mutase (Mycobacterium tuberculosis (strain ATCC 25618 / H37Rv)), …. 320,000 compounds, 0.06% hits; in the data active = inhibition above about 10%, passing the limit was not always enough
Target sequence (P9WIQ1 whole entry, looked up): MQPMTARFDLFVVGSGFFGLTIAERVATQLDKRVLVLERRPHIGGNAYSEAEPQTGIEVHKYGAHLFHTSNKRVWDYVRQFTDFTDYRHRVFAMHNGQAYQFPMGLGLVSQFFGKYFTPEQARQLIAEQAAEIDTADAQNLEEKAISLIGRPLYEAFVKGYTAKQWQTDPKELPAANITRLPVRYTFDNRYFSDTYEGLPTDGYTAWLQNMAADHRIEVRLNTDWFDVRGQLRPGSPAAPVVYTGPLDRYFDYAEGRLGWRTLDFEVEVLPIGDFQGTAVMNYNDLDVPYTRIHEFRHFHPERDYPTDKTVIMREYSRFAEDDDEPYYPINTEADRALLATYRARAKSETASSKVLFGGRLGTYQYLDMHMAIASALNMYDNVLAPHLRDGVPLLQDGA
Mtb BioA inh: M. tuberculosis BioA enzyme inhibitors, primary screen, biochemical, plate reader, single point, HTS | 360,000 compounds, 0.096% hits | AID 602481, 2012 | inhibition, % at 9.99 µM | 7,8-diaminopelargonic acid synthase BioA (Mycobacterium tuberculosis) | purified M. tuberculosis BioA enzyme; in the data active = inhibition above about 40%
PfHsp40 rescue: rescue of yeast from PfHsp40 toxicity, primary screen, S. cerevisiae, ATP luminescence; growth rescue, % at 12.5 µM; 340,000 compounds, 0.68% hits; S. cerevisiae expressing PfHsp40, growth rescue; AID 504582, 2011; in the data active = growth rescue above about 28%, passing the limit was not always enough;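 note: yeast W303a lacking pdr1 and pdr3 grown in galactose medium; growth measured after three days at 30 °C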
GDH-TPI inh: GDH-TPI coupling enzyme inhibitors, primary screen, artefact control for M. tuberculosis FBA inhibitor project, biochemical, absorbance, full deck; inhibition, % at 4.8 µM; GDH-TPI coupled enzyme counterscreen, NADH absorbance; AID 588335, 2011; 360,000 compounds, 1.2% hits; in the data active = inhibition above about 30%;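 note: 0% = DMSO wells and 100% = wells lacking the enzyme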
FadD28 binding: inhibitors of FadD28 bisubstrate probe binding, primary screen, biochemical, fluorescence polarization, single point | 360,000 compounds, 0.22% hits | inhibition, % at 12.5 µM | Mycobacterium tuberculosis FadD28 fatty-acid-AMP ligase | AID 588549, 2011; in the data active = inhibition above about 8.5%, passing the limit was not always enough
Anthrax LF prot: Bacillus anthracis LF protease inhibitors, primary screen, biochemical, multiplex microsphere, MLPCN library | Lethal factor (Bacillus anthracis), P15917 | multiplex microsphere protease cleavage assay | inhibition, % at 10 µM | 360,000 compounds, 0.12% hits; note: plate controls were buffer without enzyme for full effect and enzyme alone for no effect
* marks the source's active call; other numbers are inactive results; nt = no result given. Cut-off read from the data, not from the text of the source, unless noted: active = inhibition above about 30%; inconclusive = no clear call, values can overlap the other calls; inactive = below that.

Below each compound – BoNT A protease, FBA Mtb inh, BoNT-F LC inh, Mtb UGM inh, Mtb BioA inh, PfHsp40 rescue, GDH-TPI inh, FadD28 binding, Anthrax LF prot
> CC(C)N1C(=O)CCC1C(=O)N1CCC(Cc2ccccc2)CC1 (configuration not stated)
 : 0.5, 1, -6, -1.1, 0.2, -1.2, -19, -3.7, 3
> Cc1ccc(-c2cc(C(=O)OC3CCOC3=O)c3ccccc3n2)c(C)c1 (configuration not stated)
 : 0.4, -4, 2, 0.3, -0.5, 3.3, -1, -12, -2
> CC1CN(S(=O)(=O)c2cn(C)c(=O)n(C)c2=O)CC(C)O1 (configuration not stated)
 : 0.0, 8, -13, -2.9, -2.4, 0.3, 11, -1.4, 5
> CCOc1cc(NC(=S)NCC2CCCO2)c(OCC)cc1NC(=O)c1ccccc1F (configuration not stated)
 : 0.0, 7, -3, 2.5, nt, -1.1, 3, -0.1, 0
> CCc1nc(SCC(=O)Nc2nnc(CC)s2)c2c(=O)n(C)c(=O)n(C)c2n1
 : -0.9, 1, -1, 1.9, -2.0, -0.8, 0, 1.3, 1
> COc1ccc(-c2cc(C(=O)N3CCCC3)no2)cc1
 : -1.2, 4, -4, 7.2, -1.0, -0.8, -2, -3.0, -2
> CCN(CC)CCNC(=O)CCc1c(C)nc2c(c(C)nn2-c2ccc(C)cc2)c1C
 : -0.6, 41*, 8, -2.0, 4.7, -1.3, 11, -1.0, -12
> CC1(C)CC(NC(=O)C2CCN(S(=O)(=O)c3cccc(C(F)(F)F)c3)CC2)CC(C)(C)N1
 : -0.5, -2, -11, -1.1, 0.6, -1.8, -15, -2.0, 3
> CCOC(=O)Nc1ccc2c(c1)N(C(=O)CN1CCN(C)CC1)c1ccccc1S2
 : 0.6, 2, 1, 0.9, nt, -1.4, -8, -3.0, -1
> Cc1ccc(-n2cccc2/C=C2/C(=N)N3C(=NC2=O)SN=C3S(C)(=O)=O)cc1Cl
 : 0.5, 0, -1, -0.3, 7.2, 0.4, 14, -11, -4
> Cc1ccc(Cl)cc1Nc1nc(-c2sc(NC(=O)C(C)(C)C)nc2C)cs1
 : -0.2, 4, -4, 0.8, -3.0, 0.4, 26, 0.8, 4
> CCOC(=O)C1=C(c2ccccc2)c2ccc(OC)cc2N(S(=O)(=O)C(F)(F)F)C1C(=O)OCC (configuration not stated)
 : -0.1, 5, -1, nt, 2.3, 1.9, 6, -4.1, -1
> COCCNC(=O)c1ccc(C)cc1C
 : -1.3, 2, 0, 1.2, -1.5, -1.4, 5, -2.2, -10
> CCc1c(C)sc(NC(=O)c2ccco2)c1C(=O)N1CCOCC1
 : 0.5, 4, 7, -3.5, -0.4, 0.4, 19, -1.0, 0
> O=C(O)CCC(=O)N1CCc2cc(S(=O)(=O)NCCc3ccc(Cl)cc3)ccc21
 : -1.8, 4, -1, 0.0, -0.8, -1.4, -3, -1.7, -3

The list continues:
Below each compound – BoNT A protease, FBA Mtb inh, BoNT-F LC inh, Mtb UGM inh, Mtb BioA inh, PfHsp40 rescue, GDH-TPI inh, FadD28 binding, Anthrax LF prot
> CCCCOc1ccc(C(=O)Nc2ccc(N3CCN(C(C)=O)CC3)cc2)cc1
 : 0.0, -1, -20, 2.5, -1.9, 0.0, 0, -0.6, -8
> CCOc1ccc(/C=N/NC(=O)c2ccccc2C)cc1CN1CC2CC(C1)c1cccc(=O)n1C2 (configuration not stated)
 : -1.1, 1, -6, 2.8, 2.2, -0.5, 16, -0.3, -11
> Cc1ccccc1N1CC(C(=O)N2CC(C)OC(C)C2)CC1=O (configuration not stated)
 : 3.5, -1, -6, 1.5, nt, 1.5, 4, -0.3, -4
> Cc1sc(NC(=O)c2cccs2)c(C(=O)OC(C)C)c1C
 : -2.7, 0, -22, -3.2, -1.0, -0.5, -16, -3.4, -11
> O=C1NC(=S)NC1(c1ccccc1)c1ccccc1
 : -0.5, 0, -1, nt, nt, -1.0, 4, 0.0, -2
> CCCCn1c(O)c(C(C)=NCc2ccc(F)cc2)c(=O)[nH]c1=O
 : -1.1, -2, -4, -1.6, -3.7, -0.7, 3, -0.5, -1
> CCc1nc2ccccc2c(C(=O)OCC(=O)NCc2ccc3c(c2)OCO3)c1C
 : 0.0, 3, 1, -0.3, nt, 2.9, 0, -2.0, 2
> Cn1ccnc1SCCNC(=O)CCc1nnc(CCCCc2ccccc2)o1
 : 0.3, 2, -2, 1.9, -2.3, 0.0, 4, -2.1, 0
> O=C1NC(=Nc2ccccc2)/C(=C/c2ccco2)S1
 : 0.2, -7, -5, 1.0, nt, 2.2, 4, -4.5, -3
> COc1cccc(C(=O)CSc2nccn2C)c1
 : -0.4, 1, 5, -3.1, -0.8, 0.8, 3, -2.3, 17
> O=C(NCc1nnc(SCC(=O)N2CCN(c3ccccc3)CC2)o1)c1c(F)cccc1F
 : -0.7, 4, -11, 2.4, -0.3, -1.0, 5, -0.3, 1
> OCC[C@H]1C[C@H](O)[C@@H](O)[C@@]2(Cc3ccccc3CO2)O1
 : -0.2, 1, 2, 0.9, -0.3, -1.0, 3, 0.6, 2
> Cc1ccc(SCC(=O)OC(C)C(=O)NCc2ccccc2)cc1C (configuration not stated)
 : 4.7, -2, 4, 3.6, nt, 6.2, 14, -1.3, 1
> O=C(NCc1cccs1)c1nn2cccnc2c1Cl
 : -0.1, 2, -3, 0.9, 6.3, 0.7, -5, -7.2, -6
> CC(=O)Nc1nc2n(n1)C(c1ccc(Cl)cc1)C=C(C)N2 (configuration not stated)
 : -0.6, 119*, -8, -1.0, nt, 0.3, 12, -20, -2

Other compounds:
Compound | BoNT A protease | FBA Mtb inh | BoNT-F LC inh | Mtb UGM inh | Mtb BioA inh | PfHsp40 rescue | GDH-TPI inh | FadD28 binding | Anthrax LF prot
CNC(=O)C(=O)Nc1cc2c3c(c1)CCN3C(=O)CC2 | -1.3 | 0 | 4 | 0.6 | -2.2 | -0.7 | 14 | -0.5 | 2
CCc1ccccc1NC(=O)C1CCCN(c2nccc(C)n2)C1 (configuration not stated) | -2.5 | 10 | -12 | -1.1 | -0.8 | -0.7 | 6 | 0.6 | 0
O=C(NC12CC3CC(CC(C3)C1)C2)c1ccc([N+](=O)[O-])o1 | -0.9 | -2 | -11 | -2.3 | 0.6 | 1.7 | 15 | 0.7 | -5
CC(C)C(NC(=O)c1ccc(C(C)(C)C)cc1)C(=O)N1CCCC1 (configuration not stated) | -1.2 | -1 | -18 | 0.6 | -1.2 | -1.1 | 5 | -0.3 | -8
O=S(=O)(c1ccccc1)N1N=C(c2cccs2)CC1c1ccc(Br)cc1 (configuration not stated) | -1.9 | 9 | -12 | -1.8 | -2.6 | 1.2 | 8 | 1.3 | -4
Cc1ccc(S(=O)(=O)c2c(C)nn(C(C)(C)C)c2OC(=O)C2CCCC2)cc1 | 0.6 | -1 | 0 | 2.1 | -1.7 | 0.3 | 4 | -4.8 | 0
OCCOCCn1c(CCNc2nc(-c3ccc(F)cc3)cs2)nc2cc(C(F)(F)F)ccc21 | 0.0 | -3 | -1 | 0.9 | 0.8 | -0.5 | -7 | -3.6 | 14
Cc1ccc2nc(SCC(=O)NC(=O)NCc3ccco3)[nH]c2c1 | 0.0 | 3 | 15 | -0.5 | 2.5 | 6.2 | 10 | 0.3 | -1
Oc1ccc(-c2cn3ccccc3n2)cc1 | 0.3 | 57* | -9 | -4.6 | nt | 0.0 | 17 | 1.4 | -1
Cc1ccc(S(=O)(=O)CCC(=O)Nc2ccccc2Cl)cc1 | -0.5 | 1 | -2 | 1.2 | -2.5 | -1.8 | 3 | -0.7 | -10
COc1ccc(NC(=O)C2CCC(N3C(=O)C4C5C=CC(C5)C4C3=O)CC2)cc1 (configuration not stated) | 0.6 | 4 | -28 | 1.0 | -3.6 | -0.9 | 4 | -0.4 | -1
CCn1cc(SCC(N)=O)c2ccccc21 | -0.8 | 0 | 1 | 1.2 | -0.9 | -0.4 | 17 | -0.1 | -11
CCOc1ccc(NC(=O)C2CCN(C(=O)NC3CCCCC3)CC2)cc1 | 0.0 | -8 | 2 | 0.3 | nt | 0.2 | 4 | -0.1 | 0
CCC(C(=O)NC1CCCC1)N(C(=O)Cn1nnc(-c2ccc(OC)c(OC)c2)n1)C1CCCCC1 (configuration not stated) | 0.5 | 1 | 1 | 1.0 | 0.7 | 2.5 | 10 | -3.2 | 1
Cn1c(=O)c([N+](=O)[O-])c(N2CCSCC2)c2ccccc21 | 0.6 | 1 | 2 | -4.7 | 7.3 | 0.6 | 23 | -1.8 | -8

The list goes on.
Compound | BoNT A protease | FBA Mtb inh | BoNT-F LC inh | Mtb UGM inh | Mtb BioA inh | PfHsp40 rescue | GDH-TPI inh | FadD28 binding | Anthrax LF prot
O=C(CN1CC[n+]2c(-c3cccs3)csc21)c1ccc(-c2ccccc2)cc1 | -0.3 | -2 | -12 | 2.7 | nt | 401* | 17 | -4.6 | -4
Cc1ccc(C(=O)c2ccccc2C(=O)OCC(=O)Nc2ccc(SC(F)F)cc2)cc1 | -0.3 | -5 | -10 | -1.9 | -0.1 | 0.1 | -1 | -3.3 | -4
CCOc1cc(S(=O)(=O)N2CCCC2)ccc1Cl | -3.3 | 3 | -25 | 0.8 | -0.3 | 0.3 | -4 | -2.6 | -7
c1ccc(C2=NC(c3ccccc3)N=C(c3ccccc3)N2)cc1 | 0.8 | 0 | 4 | -1.6 | 1.2 | -0.5 | 6 | -0.4 | 0
CCCCN(C(=O)c1ccc2c(c1)OCO2)c1ccccc1 | 0.6 | -1 | 1 | -0.9 | nt | -1.9 | 0 | -2.3 | -1
CCOC(=O)C(C)Sc1nc2c(cnn2-c2ccc(C)cc2)c(=O)[nH]1 (configuration not stated) | 0.9 | 6 | 10 | 0.3 | 0.5 | 0.1 | -1 | -1.7 | 2
CC(OC(=O)CNC(=O)c1ccccc1F)C(=O)Nc1nc(-c2ccccc2)cs1 (configuration not stated) | 0.2 | 1 | 4 | 3.2 | nt | 0.6 | 1 | 0.2 | 1
COc1ccc(/C=N\NC(=O)c2ccccc2[N+](=O)[O-])cc1COc1c(F)c(F)c(F)c(F)c1F | 1.3 | -2 | 0 | -2.4 | 0.2 | 4.8 | 7 | 0.9 | 2
Cc1ccc([C@@H]2CC=C(C(=O)O)[C@H](c3ccccc3)N2S(=O)(=O)c2ccccc2C)cc1 | 0.1 | 1 | 0 | nt | 1.9 | 3.1 | 3 | -3.1 | -6
Cc1ccc(C)c(-n2sc3ccc(F)cc3c2=O)c1 | 15 | -1 | 5 | 0.3 | -2.1 | 16 | -2 | 0.6 | -7
COc1nc(-c2ccccc2)ccc1-c1noc(-c2ccccc2F)n1 | -0.4 | 0 | -3 | -1.3 | 0.2 | -0.4 | 0 | -4.1 | 0
O=C(/C=C/c1ccc(Br)o1)OCc1ccccc1 | -0.1 | 1 | -6 | -0.4 | -0.4 | 1.0 | 0 | -0.7 | -2

Part of the list above, as labelled records:
CC(OC(=O)CNC(=O)c1ccccc1F)C(=O)Nc1nc(-c2ccccc2)cs1 (configuration not stated)
  BoNT A protease: 0.2; FBA Mtb inh: 1; BoNT-F LC inh: 4; Mtb UGM inh: 3.2; Mtb BioA inh: nt; PfHsp40 rescue: 0.6; GDH-TPI inh: 1; FadD28 binding: 0.2; Anthrax LF prot: 1

CCCCN(C(=O)c1ccc2c(c1)OCO2)c1ccccc1
  BoNT A protease: 0.6; FBA Mtb inh: -1; BoNT-F LC inh: 1; Mtb UGM inh: -0.9; Mtb BioA inh: nt; PfHsp40 rescue: -1.9; GDH-TPI inh: 0; FadD28 binding: -2.3; Anthrax LF prot: -1

c1ccc(C2=NC(c3ccccc3)N=C(c3ccccc3)N2)cc1
  BoNT A protease: 0.8; FBA Mtb inh: 0; BoNT-F LC inh: 4; Mtb UGM inh: -1.6; Mtb BioA inh: 1.2; PfHsp40 rescue: -0.5; GDH-TPI inh: 6; FadD28 binding: -0.4; Anthrax LF prot: 0
